# Rab9 promoter act = activators of Rab9 promoter; Potency, µM (doses to about 9.22 µM), for inactives: at the top dose activation, negative = inhibition, hits mostly activators; Huh7 Rab9 promoter-luciferase reporter, luminescence, 24 h; hit rate 2.8% among 320,000; also: % of control where 0% means no effect; nearly all actives have a fitted effect of over 60% in size
#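 Steps: seed 1500 Huh7 Rab9-luc cells per well, rest 2 h at 37 °C; add compound in DMSO; incubate 24 h; add luciferase reagent, 10 min ambient; read luminescence.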
# MBNL1-CUG inh = blocks human MBNL1 binding to CUG repeat RNA | TR-FRET MBNL1-His/biotin-(CUG)12 binding, 665/545 ratio | Potency, µM (titrated, usually from 57.5 µM), for the others: at the top dose activity change, negative = inhibition, actives largely listed as inhibitors | Q9NR56 | AID 2675 | hit rate 0.036% among 280,000; active = well fitted inhibition curve with a large enough effect in the signal ratio, with a control signal flat, not every such curve was filed as active; inconclusive = small, poorly fitted or top-dose-only effect, or effect the other way, or a change in a side signal; inactive = no such curve, though single readings can be large or run the other way; the % refers to the signal ratio; also: % is scaled to controls: 0 for no effect and ±100 for the full control effect
#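 TR-FRET readout: Ex 340 nm, 665/545 nm emission ratio, normalized to buffer-only (basal) and MBNL1-(CUG)12 controls. Complex of MBNL1-His with Biotin-(CUG)12, compounds 92 nM–58 uM, incubated 60 min at room temperature.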
# FLuc modulator = firefly luciferase modulation, counter-screen for miR-21 project; Potency, µM (titrated, usually from 57.5 µM), without a hit: top-dose activity change, negative = inhibition, most hits filed as inhibitors; purified FLuc, Km substrates, luminescence inhibition; hit rate 6.9% among 360,000; P08659;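 also: plate controls were vehicle for no effect and reference inhibitor for full effect; nearly all actives have a fitted effect of over 55% in size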
# Target sequence (P08659 whole entry, looked up): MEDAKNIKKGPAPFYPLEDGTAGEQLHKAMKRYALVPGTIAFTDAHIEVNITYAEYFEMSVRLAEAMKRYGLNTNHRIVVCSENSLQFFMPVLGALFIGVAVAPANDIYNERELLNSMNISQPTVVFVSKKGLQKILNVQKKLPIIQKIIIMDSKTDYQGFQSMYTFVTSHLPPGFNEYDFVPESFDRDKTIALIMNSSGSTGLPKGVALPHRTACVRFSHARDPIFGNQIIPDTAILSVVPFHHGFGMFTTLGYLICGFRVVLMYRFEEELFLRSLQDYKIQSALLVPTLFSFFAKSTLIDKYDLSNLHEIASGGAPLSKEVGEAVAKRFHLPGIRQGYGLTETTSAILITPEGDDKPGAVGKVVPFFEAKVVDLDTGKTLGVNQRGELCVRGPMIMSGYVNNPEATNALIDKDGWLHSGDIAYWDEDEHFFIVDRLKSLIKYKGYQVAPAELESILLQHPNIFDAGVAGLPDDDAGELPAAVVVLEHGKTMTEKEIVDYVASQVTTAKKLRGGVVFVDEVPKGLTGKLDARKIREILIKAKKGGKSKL
#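 Purified P. pyralis luciferase, 10 nM final, with Km-level 10 uM D-luciferin and 10 uM ATP in 50 mM Tris acetate pH 7.5, 10 mM Mg acetate, 0.01% Tween-20, 0.05% BSA; 6-point qHTS titration about 60 µM downward; luminescence read.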
# uPA surface inh = blocks generation of uPA at the cell surface | cell surface uPA generation assay, qHTS | Potency, µM (top dose mostly 38.3 µM), for inactives: at the highest dose activity change, negative = inhibition, actives largely listed as inhibitors | hit rate 0.31% among 330,000 | AID 540303; active = well fitted inhibition curve with a large enough effect; inconclusive = small, poorly fitted or top-dose-only effect; inactive = no such curve, though single readings can be large or run the other way; tested in mouse RAW 264.7 cells; also: % is scaled to controls: 0 for no effect and ±100 for the full control effect; nearly all actives have a fitted effect of over 55% in size
# RORgamma inh = blocks mouse ROR gamma transcriptional activity. Drosophila S2 Gal4-RORgamma UAS-luciferase reporter, 20 h. AID 2551. hit rate 5.4% among 310,000. Potency, µM (highest dose often 53.6 µM), inactives show at the top dose activity change, negative = inhibition, hits mostly inhibitors; also: % is scaled to controls: 0 for no effect and ±100 for the full control effect; nearly all actives have a fitted effect of over 60% in size
# Target sequence (P51450 whole entry, looked up, the tested form may be a part): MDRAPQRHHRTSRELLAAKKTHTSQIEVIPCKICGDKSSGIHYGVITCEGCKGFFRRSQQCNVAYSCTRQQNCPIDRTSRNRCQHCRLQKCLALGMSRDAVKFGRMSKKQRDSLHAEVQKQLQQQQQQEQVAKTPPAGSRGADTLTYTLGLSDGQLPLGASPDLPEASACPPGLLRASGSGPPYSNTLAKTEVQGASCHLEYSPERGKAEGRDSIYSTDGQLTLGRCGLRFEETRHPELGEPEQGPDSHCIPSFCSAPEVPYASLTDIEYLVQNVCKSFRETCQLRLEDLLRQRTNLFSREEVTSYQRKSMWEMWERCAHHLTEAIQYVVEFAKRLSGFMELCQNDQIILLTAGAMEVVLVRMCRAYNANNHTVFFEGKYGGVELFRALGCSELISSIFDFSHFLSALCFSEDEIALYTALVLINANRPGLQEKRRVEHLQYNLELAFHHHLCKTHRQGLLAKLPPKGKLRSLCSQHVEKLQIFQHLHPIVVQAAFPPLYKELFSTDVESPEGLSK
#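 In this cell-based reporter format, copper sulfate (700 uM final) drives Gal4–ROR gamma fusion expression from a metallothionein promoter in Drosophila Schneider cells; compounds preincubated 1 hr, reporter read after 20 hr at ambient temperature.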
# p53 reactivation = mutant p53 re-activation in reporter cells; Potency, µM (top dose mostly 92.2 µM), inactives show at the top dose activity change, positive = activation, actives largely listed as activators; hit rate 0.063% among 320,000; H1299 p53-A138V BP100-luciferase reporter, luminescence, 24 h; also: % of control where 0% means no effect; nearly all actives have a fitted effect of over 45% in size
#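 p53-null H1299 cells stably carrying temperature-sensitive p53-A138V and a BP100-luciferase reporter were pinned with compounds (4-point, 1:5 series) and held 24 hrs at 37 deg C. Luminescence was read 10 min after detection reagent.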
# Gal4-VP16 FLuc = Gal4-VP16 reporter inhibition counter-screen. hit rate 3.5% among 310,000. Potency, µM (highest dose often 53.6 µM), for inactives: top-dose activity, negative = inhibition, hits mostly inhibitors. Drosophila S2 Gal4-VP16 UAS-luciferase, luminescence, 20 h;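 also: Gal4-VP16 expression switched on by copper sulfate through the metallothionein promoter; % is scaled to controls: 0 for no effect and ±100 for the full control effect; nearly all actives have a fitted effect of over 50% in size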
# ELG1 genotoxic = genotoxicity induction in ELG1-luciferase HEK293T cells; HEK293T ELG1-luciferase reporter, luminescence, 16 h; Potency, µM (titrated, usually from 46 µM), for the others: at the highest dose activity change, positive = activation, actives largely listed as activators; hit rate 1.3% among 330,000; AID 504466; also: % of control where 0% means no effect; nearly all actives have a fitted effect of over 60% in size
#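 ELG1-luciferase HEK293T cells, 2,000/well; compound pinned in; 16 hr, 37 °C, 5% CO2; ONE-Glo, 30 min RT; luminescence on CCD imager.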
# NPC1 prom act = activates the NPC1 promoter. Huh7 NPC1 promoter luciferase reporter, 24 h. Potency, µM (series often up to 9.22 µM), for the others: at the highest dose activation, hits mostly activators. hit rate 2.4% among 320,000;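 also: % of control where 0% means no effect; nearly all actives have a fitted effect of over 60% in size; reporter is driven by a mutant NPC1 promoter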
#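 Quantitative HTS used a cell-based reporter: Huh7 cells stably bearing the NPC1 promoter upstream of luciferase were treated with compounds for 24 h, and promoter activation was read as luminescence.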
# BRCA1 expr up = increases BRCA1 expression; MCF7-BRCA1-FFLuc reporter, luminescence, 48 h; response scale: scaled: vehicle 0%, 10 µM genistein 100%; AID 624202; hit rate 1.1% among 380,000; Potency, µM (highest dose often 46.1 µM), for the others: at the highest dose activation, most hits filed as activators; also: nearly all actives have a fitted effect of over 80% in size; some results filed as inactive show a strong effect at the top dose
#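 Activators of BRCA1 expression were detected as increased firefly luciferase luminescence in engineered MCF7 cells after 48 h compound incubation. Signals were scaled to genistein 10 microM as full activation.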
# Starred values were filed as active, the others as inactive; ? = inconclusive; . = not tested or not shown; [ ] = dose if it differs, or a comment. Unless noted, calls follow the shape of the dose curve; as a rule, active = well fitted curve in the direction sought with a large enough effect; inconclusive = small, poorly fitted or top-dose-only effect, or another doubt; inactive = no such curve, though single readings can be large; an effect the other way counts as inactive or inconclusive. Potency is read from the fitted curve at half-maximal effect.
molecule | Rab9 promoter act | MBNL1-CUG inh | FLuc modulator | uPA surface inh | RORgamma inh | p53 reactivation | Gal4-VP16 FLuc | ELG1 genotoxic | NPC1 prom act | BRCA1 expr up
O=C(N/N=C/c1ccccc1F)c1cccc2ccccc12 | ? | -4% | -8% | -29% | -4% | 9% | ? | 6% | ? | 35%
CCNC(=O)c1ccc(NC(=O)CC2SC(N3CCCCC3)=NC2=O)cc1 (stereo not drawn) | -2% | . | -3% | -4% | . | 0% | . | 0% | 0% | 9%
CCCn1cc(S(=O)(=O)c2ccccc2)c(=O)c2cc(CC)ccc21 | -2% | 241%[activator] | -2% | -5% | 22% | -16% | 6% | 0% | 1% | 19%
O=C(c1ccc(F)c(S(=O)(=O)N2CCOCC2)c1)N1CCN(c2ccc(F)cc2)CC1 | 6% | . | -2% | 10% | . | 3% | . | -1% | 0% | -12%
CCOC(=O)CCn1nc(-c2ccccc2)cc1N | 0% | -4% | 6% | 3% | -13% | ? | 23% | 2% | 7% | 22%
CC(O)c1nc2ccccc2n1CCCOc1ccccc1 (stereo not drawn) | 2% | 7% | ? | 1% | -12% | -2% | 1% | -5% | -5% | 12%
Cc1ccc2c(c1)c1nnc(SCC(=O)Nc3ccc(N(C)C)cc3)nc1n2CC(=O)O | 9% | . | ? | -3% | -17% | 7% | -5% | -10% | 4% | -11%
CCC(C)NC(=O)/C=C/c1cccs1 (stereo not drawn) | 12% | . | -12% | 3% | 16% | ? | 23% | 2% | 4% | 2%
CC(C)Cn1c(SCC(=O)NCCCN2CCCC2=O)nc2ccccc21 | -1% | . | 1% | -3% | . | -3% | . | 0% | 5% | 7%
Oc1c(Cl)cc(Cl)cc1/C=N/Nc1ncc(Br)cn1 | -38%[inhibitor] | -2% | -2% | 0% | ? | -1% | 21% | 7% | -37%[inhibitor] | -49%
O=C(CC1C(=O)NCCN1Cc1ccc(F)cc1)NCCOc1cccnc1 (stereo not drawn) | 10% | -6% | 1% | -3% | -6% | 0% | -8% | 3% | 2% | 1%
N#Cc1ccccc1NC(=S)NC(=O)C1CCC1 | -3% | 1% | 3% | 0% | ? | 3% | -6% | 7% | -7% | -17%
CC(C(=O)Nc1ccc2[nH]c(=O)[nH]c2c1)N1CCN(Cc2ccc3c(c2)OCO3)CC1 (stereo not drawn) | 3% | . | 7% | 1% | . | 5% | . | 2% | 0% | 2%
CC(C)c1ccc(NC(=O)CSc2ncccc2C(=O)Oc2cccc([N+](=O)[O-])c2)cc1 | 4.5µM* | -2% | ? | -3% | -41% | ? | ? | 16µM* | 4µM* | 0%
CC(Oc1ccc2c(c1)oc(=O)c1ccccc12)C(=O)NCCCN1CCOCC1 (stereo not drawn) | -10% | 0% | -1% | 2% | 0% | 1% | -2% | 0% | -1% | 14%
O=C(O)c1cccc(N2C(=O)CSC2c2ccccc2)c1 (stereo not drawn) | -2% | -3% | -1% | -3% | -5% | 22% | -4% | -2% | 0% | -21%
O=C(CSc1nnc(CCCO)n1-c1ccccc1)NCCc1ccccc1 | 1% | -1% | 7% | 2% | -5% | -4% | -2% | -2% | 1% | 0%
Cc1nn(Cc2ccc(Cl)c(Cl)c2)c(C)c1NC(=O)c1cc(-c2ccco2)on1 | 1% | 4% | 2% | . | ? | -3% | ? | -2% | -4% | -81%
CCOC(=O)N1CCN(C(=O)Cn2cnc3ccccc3c2=O)CC1 | 1% | -1% | 3% | 3% | 8% | -2% | 1% | 3% | -2% | 0%
CCN(c1ccccc1C)S(=O)(=O)c1nnc(NC(=O)c2ccco2)s1 | -1% | 10% | 0% | -12% | ? | 13% | 2% | -5% | -4% | 15%
O=P(O)(CCc1ccccn1)CN1CCOCC1 | 4% | -11% | 0% | 6% | 5% | -3% | 2% | 3% | 4% | 2%
CCCC1Oc2ccccc2C(=O)N(CC(=O)c2ccc3c(c2)OCCO3)C1=O (stereo not drawn) | ? | 9% | 6µM* | -6% | 42% | ? | 2% | ? | 30% | ?
O=C(Cc1ccccc1)Nc1ccccc1N1CCCC1 | -9% | 2% | -3% | 2% | 8% | 0% | 6% | 0% | 1% | 13%
COc1ccc(-c2cc(C(=O)NCc3cn(C)nc3C)c3ccccc3n2)cc1OC | -3% | ? | ? | 0% | 37% | -4% | 17% | -5% | -2% | -27%
O=C1c2cccc3c(O)ccc(c23)C(=O)N1c1ccc(Cl)cc1 | 0.79µM* | ? | 17µM* | -6% | ? | . | -15% | 6% | 3.5µM* | -54%
Nc1ccccc1C(=O)N1CCc2ccccc21 | ? | 2% | 19µM* | -10% | -31% | ? | -2% | 11% | ? | ?
CCCn1c(CNC(=O)c2ccccc2)nc2ccccc21 | -6% | -2% | 0% | -7% | 10µM* | -1% | -2% | 0% | 3% | 0%
Cc1ccc(S(=O)(=O)N(C)CCCC(=O)n2nc(C)cc2C)cc1 | -3% | -19% | 3% | 4% | -13% | 13% | 4% | 13% | -3% | 26%
COc1ccc(C(=S)N2CCCC2)cc1OC | 1% | -11% | -1% | 3% | -20% | -1% | -2% | -5% | 0% | -3%
C#CCCOC(=O)Nc1ccccc1 | 1% | -4% | -14% | -4% | -8% | 3% | 1% | 6% | 0% | 1%
NC(=O)C1CCN(c2nc(-c3cccc(N)c3)cs2)CC1 | 2% | . | ? | -16% | . | 19% | . | ? | 3% | ?
COc1ccc(Cn2c(=O)[nH]c3cc(C(=O)NCCc4ccc(S(N)(=O)=O)cc4)ccc3c2=O)cc1 | -6% | 13% | 0% | 4% | ? | 3% | -12% | 4% | -7% | 1%
CCc1ccc(S(=O)(=O)NC(=S)NC2CCCCC2)cc1 | 8% | -3% | -2% | -8% | 3.5µM* | 4% | 5.6µM* | 0% | -3% | 2%
C/C(CC(=O)Nc1cccc(Cl)c1Cl)=N\NC(=O)C(=O)NC1CCCCC1 | 1% | 4% | 1% | . | 6% | -1% | -11% | 2% | -3% | -27%
COc1ccccc1CNC(=O)c1ccc2nc3[nH]c4ccccc4c3nc2c1 | 17% | 14% | -14% | -6% | 26% | -42%[inhibitor] | ? | 14% | 19% | -80%[inhibitor]
COc1ccc(OC)c(NC(=O)Nc2nnc(N3CCC(C)CC3)s2)c1 | -3% | 5% | 24µM* | -4% | ? | 2% | 21% | 3% | 0% | 2%
COc1ccc(C(=O)/C=C\N2CCOCC2)cc1 | 15% | ? | 24µM* | 4% | -6% | 14% | 14% | ? | 14% | 24%
Cc1ccc(Cl)c(OCC(=O)NCC(c2cccs2)N2CCOCC2)c1 (stereo not drawn) | -7% | . | 0% | -4% | . | -1% | . | ? | -1% | -38%
Cn1c(=O)n(C)c2cc(/C=N/N=C3/NC(=O)C(CC(=O)O)S3)ccc21 (stereo not drawn) | -8% | 8% | 5% | 6% | -11% | 13% | 9% | -1% | -4% | 3%
COc1ccc(OCCCC(=O)N(C)CC(=O)Nc2c(C)cccc2C)cc1 | 2% | . | 3% | -2% | . | -3% | . | 1% | 10% | -10%
CC1CN(S(=O)(=O)c2ccc(Cl)c(C(F)(F)F)c2)CC(C)O1 (stereo not drawn) | -4% | -6% | 10% | . | -12% | 19% | -12% | -1% | -2% | -34%
COc1ccc(-c2cn3nc(SCC(=O)NC4CCCCC4)ccc3n2)cc1 | 0.71µM* | 18% | 0.34µM* | -2% | -6% | ? | 2% | ? | 0.56µM* | 1.3µM*
CC(=O)O[C@@H]1[C@H]2[C@@H](C[C@@H](C)[C@@H]3C=CC(=O)[C@@]13C)OC(=O)[C@@H]2C | -7% | -9% | -1% | -19% | 31% | 22% | -8% | -3% | -6% | 0%
CC(C)[C@H](NC(=O)Nc1ccc2c(c1)OCCO2)C(=O)O | 4% | 1% | -14% | . | 3% | 12% | -11% | 1% | 1% | -15%
O=C(CSc1nc2c(c(=O)n1-c1ccc(F)cc1)SCC2)NCC1CCCO1 (stereo not drawn) | -4% | ? | 15% | 7% | 10% | -4% | 5% | 6% | 0% | -2%
CCCc1cc(=O)[nH]c(SCC(=O)c2cc(C)n(CCOC)c2C)n1 | 7% | 2% | 6% | 3% | 8% | -4% | -14% | -4% | -2% | -31%
O=C(NCCc1ccccc1)c1ccccc1[N+](=O)[O-] | 23% | ? | -17% | 7% | 6% | . | 10% | 15% | 26% | 0%
O=C(Nc1nccs1)C1CCCN1S(=O)(=O)c1ccc(Cl)cc1 (stereo not drawn) | 6% | 37%[activator] | 3% | -7% | -42% | 2% | 4% | -8% | 0% | -7%
CCOC(=O)c1c(C)[nH]c(C(=O)CSc2nc(C)cc(C)n2)c1C | 2% | 33%[activator] | 0% | -5% | 18% | -12% | -2% | -1% | -5% | 15%
CC(C)(C)OC(=O)C1=C(CO)CS[C@@H]2[C@H](NC(=O)Cc3ccccc3)C(=O)N12 | . | . | . | 2% | . | 7% | . | 8% | . | -2%
CC1CN(CCOc2ccccc2C(C)C)CC(C)O1 (stereo not drawn) | 0% | -4% | -1% | 14% | 3%[1.91 µM] | 6% | 7% | -5% | -4% | 0%
O=C(O)c1cccc(NS(=O)(=O)c2ccc(NC(=O)c3ccco3)cc2)c1 | -3% | -8% | ? | 2% | 15% | 1% | -1% | 0% | 2% | -3%
O=C(CN1CCC(C(=O)c2ccc(Cl)cc2)CC1)NC1CCCC1 | 0% | 0% | 0% | 1% | 8% | -1% | -4% | -16% | 1% | -8%
